PriA SSB inh: inhibitors of Klebsiella pneumoniae PriA binding to SSB C-terminal tail. AID 1272365. hit rate 0.6% among 430,000. inhibition, % at 33 µM. AlphaScreen SSBct-PriA binding, biotinylated peptide; in the data active = inhibition mostly above about 37%, no sharp cut-off; inactive = mostly below about 20%;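 note: plate controls were negative control peptide for no effect and reference peptide for full effect; strong numbers were not always called active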
Starred values were filed as active, the others as inactive; & = joins results of further samples. This is a subset; rates above refer to the full screens.

The first 7 records as a preview:
SMILES	PriA SSB inh
C[C@@H](CNC(=O)Nc1ccc(Oc2ccccc2)cc1)N1CCCCC1	-3
CCOC(=O)CSc1nnc(C)c2cnn(-c3ccccc3)c12	1
COc1ccc(Br)c(C(=O)N2CC(c3nc(Cc4ccccc4)no3)C2)c1	-9
CC(C)(C)n1nc2c(c1NC(=O)CC(c1ccccc1)c1ccccc1)CS(=O)(=O)C2	-9
CCOC(=O)c1cccc(Nc2cc(C(=O)N3CCSCC3)nc3c(OC)cccc23)c1	-1
CSc1cccc(NC(=O)c2cc(=O)[nH]cn2)c1	-24
CC(=O)Nc1cccc(C(=O)NN=Cc2c[nH]c3ccccc23)c1	11

This part in full (from the top)
SMILES	PriA SSB inh
C[C@@H](CNC(=O)Nc1ccc(Oc2ccccc2)cc1)N1CCCCC1	-3
CCOC(=O)CSc1nnc(C)c2cnn(-c3ccccc3)c12	1
COc1ccc(Br)c(C(=O)N2CC(c3nc(Cc4ccccc4)no3)C2)c1	-9
CC(C)(C)n1nc2c(c1NC(=O)CC(c1ccccc1)c1ccccc1)CS(=O)(=O)C2	-9
CCOC(=O)c1cccc(Nc2cc(C(=O)N3CCSCC3)nc3c(OC)cccc23)c1	-1
CSc1cccc(NC(=O)c2cc(=O)[nH]cn2)c1	-24
CC(=O)Nc1cccc(C(=O)NN=Cc2c[nH]c3ccccc23)c1	11
Cc1ccc(OCC(=O)NN=Cc2ccc(C)o2)c([N+](=O)[O-])c1	1
c1ccc(CN2CCN(Cc3ccccc3)C2c2ccc[nH]2)cc1	-4
O=C(Nc1nc(C(=O)Nc2ccc3c(c2)OCO3)co1)c1ccncc1	-11
O=C(NCc1cc(C2CC2)n(C2CCCC2)n1)c1ccncc1	0
C=CCn1c(CSc2nc3sc(C)c(C)c3c(=O)[nH]2)nnc1SC/C=C/c1ccccc1	-25&-10
CCn1c(C)cc(O)c(C(c2ccc(SC)cc2)N2CCN(CCO)CC2)c1=O (stereo not drawn)	-6
COc1ccc(-c2csc3c(=O)n(Cc4ccc(F)cc4)cnc23)cc1OC	-4
NC(=O)c1cc(-c2ccccc2)sc1NC(=O)CS(=O)(=O)c1ccc(Cl)cc1	3
Cc1ccc(S(=O)(=O)N=C2NC(=O)/C(=C/c3cccnc3)S2)cc1	-4
COc1cc(NC(=O)Cn2nc3ccc(SCc4ccc(Cl)cc4)nn3c2=O)cc(OC)c1	-1
CC(C)(C)n1nc2c(c1NC(=O)C(=O)NCCCO)CSC2	12
O=C(Nc1ccc2c(c1)C(=O)NCCO2)c1ccc(Br)cc1	2
Cc1csc(NC(=O)CSc2nnc(CNC(=O)c3cccc([N+](=O)[O-])c3C)o2)n1	1
O=S(=O)(/C=C/c1ccccc1)NCC1(O)CCOc2ccccc21 (stereo not drawn)	-3
Cc1cc(Cl)ccc1NC(=O)CCC(=O)NN=Cc1cccnc1	-7
COC(=O)c1sccc1S(=O)(=O)NCC1CCN(C(=O)Nc2ccccc2OC)CC1	-6
COc1cc2c(cc1OC)C(COc1ccc3c(C)cc(=O)oc3c1)NCC2 (stereo not drawn)	-4
CCOc1ccccc1NC(=O)c1ccc(-c2ccccc2C(F)(F)F)o1	-19
(listing goes on)
SMILES	PriA SSB inh
CCN(CC)Cc1c(C(=O)NN=Cc2cccc(OCc3ccc(F)cc3)c2)nnn1-c1nonc1N	1
O=C(Nc1nc2ccccc2s1)c1ccc(S(=O)(=O)N2CCCC2)o1	-11
CC(=O)Nc1ccc(SCC(=O)Nc2ccccc2Cl)nn1	-2
O=C(CCc1csc(NC(=O)Nc2ccccc2)n1)NCc1ccccc1Cl	-2
O=C(O)c1cnn2cccnc12	-12
Cc1ccc(Nc2nc(NC3CC(C)(C)NC(C)(C)C3)nc(N3CCOCC3)n2)cc1C	9&21
CCc1ccccc1NC(=O)C(=O)NCC1CCN(C(C)C)CC1	-5&0
CN(C)c1nn(CC(=O)NCc2ccc(C(F)(F)F)cc2)cc1-c1ccccc1	-12
O=C(NCCn1nc(-c2ccc(Cl)cc2)ccc1=O)c1cc2cc(Br)ccc2oc1=O	11
CSc1nc(NC(C)C)c2cnn(CCNC(=O)C(C)C)c2n1	-14
O=C(Nc1nc(CN2CCc3ccccc3C2)cs1)c1ccco1	12
COc1ccccc1OCC(=O)Nc1ccc2c(c1)CN(C(=O)c1cccs1)CC2	2
CCOC(=O)c1c(NC(=O)CS(=O)(=O)c2ccc(Cl)cc2)sc2c1CCCC2	-3
Cc1ccc2c(c1)C(c1ccc(F)cc1)N(C(=O)C1(c3ccc(Cl)cc3)CCCC1)CC(=O)N2 (stereo not drawn)	9
O=C(Cn1cnc2ccccc2c1=O)NCc1cncc(-c2ccsc2)c1	-12
CC(=O)c1cccc(S(=O)(=O)N2CCC(S(=O)(=O)Cc3ccco3)CC2)c1	-2
COc1ccc2nc(N(Cc3ccccc3)C(=O)CS(=O)(=O)c3ccc(C)cc3)sc2c1	-4
COc1ccc(S(=O)(=O)NCC(c2ccsc2)N2CCCCCC2)cc1F (stereo not drawn)	-11
CSc1ncccc1C(=O)N1CCC(CNC(=O)C(=O)NCc2ccc3c(c2)OCO3)CC1	-6
CCOC(=O)c1ccccc1NC(=O)c1nnn2cc(C)[nH]c(=O)c12	2
O=C(NN=Cc1cccs1)c1ccc(-n2cccc2)cc1	5
O=C(NN=Cc1cc(Br)cs1)C(O)c1ccccc1 (stereo not drawn)	-5
CCOC(=O)C(Sc1nnc(N)s1)c1ccccc1 (stereo not drawn)	0
O=C(CSc1nc(CC(=O)NCc2cccs2)cc(=O)[nH]1)NCc1ccco1	-1
Cc1cc2ncc3c(n2n1)CCN(C(=O)c1cnoc1C)C3	-7
Next records:
SMILES	PriA SSB inh
N#Cc1nc(/C=C/c2ccc(Cl)cc2)oc1N1CCN(C(=O)c2ccco2)CC1	-8
O=C(CNc1cccc2ccccc12)NN=C/C=C/c1ccco1	1
CC1(C)Cc2cccc(OCC(=O)Nc3ncc([N+](=O)[O-])s3)c2O1	-10
O=S(=O)(NCC(F)(F)F)N1CCNCC1	-1
Cn1nc(C(=O)NC(c2cccnc2)C2CCOCC2)ccc1=O (stereo not drawn)	-1
CN1CCN(C(CNC(=O)Nc2ccc3c(c2)OCO3)c2ccc3c(c2)CCN3C)CC1 (stereo not drawn)	20
O=C(NCc1ccncc1)c1csc2nc(-c3ccc(F)cc3)cn12	15
Cc1c(C(=O)O)oc2c1C(=NO)CC(C)(C)C2	0
Cc1cc(C(=O)Nc2sc3c(c2C(N)=O)CCN(Cc2ccccc2)C3)on1	-10
CC(=O)Nc1cccc(NC(=O)CSc2nc(CC(=O)Nc3ccc(Cl)cc3)cs2)c1	7
Cc1nn(C)cc1C(=O)NCCC(c1ccccc1)c1ccccc1	-26
O=C(NCCn1nc(-n2cncn2)ccc1=O)c1cc(-c2cccs2)on1	-12
COC(=O)c1ccc(S(=O)(=O)N2CCC(CSCc3ccco3)CC2)cc1	2
O=C1C=CC(=O)C(c2cccc(C(F)(F)F)c2)=C1	14
Cc1ccc(-c2ccc(=O)n(CCCC(=O)NCc3cccs3)n2)cc1	-6
CN(C)CC1CSCCCN1C(=O)c1cn(C)nn1 (stereo not drawn)	1
CC(O)(CNC(=O)CSC1CCCC1)c1cccs1 (stereo not drawn)	-2
COc1ccc(C)cc1S(=O)(=O)NCc1ccccc1	-7
CCSc1nnc(NC(=O)CSc2nc3c(c(=O)n2-c2cccc(OC)c2)SCC3)s1	-13
O=C(c1cccc(Cl)c1)N(CC(F)(F)F)C1CCOCC1	-15
COc1cc2nc(Cl)sc2cc1OC	-6
O=C1OC[C@@H]2CCCN2C(=O)[C@@H](CC(=O)N(CCO)Cc2ccccc2)C/C=C/CC[C@H]1Cc1ccc(F)cc1	3
Cc1cccc(NC(=O)N2CCN(c3ccc4nnc(C5CC5)n4n3)CC2)c1C	5
O=C(ON=Cc1ccc(N2CCCCC2)c([N+](=O)[O-])c1)c1cccc(Cl)c1	17
O=C(c1cc(-c2ccccc2)on1)N1CCN(Cc2nc3ccccc3[nH]2)CC1	3
Going on with the list.
SMILES	PriA SSB inh
COc1cccc(C=NNC(=O)c2c(-c3ccccc3)noc2C)c1	-19
O=S(=O)(NC1CCCC1)C1CC1	-2
O=C(Nc1ccc2c(c1)OCO2)c1csc(Nc2ccccc2)n1	4
CC(=NNC(=O)CCCNc1ccc(C)cc1)c1ccccn1	5
COc1ccc(F)cc1S(=O)(=O)N1CCCSCC1CN1CCOCC1 (stereo not drawn)	-4
Cc1csc(CN2CCN(C(=O)c3ccc([N+](=O)[O-])o3)CC2)n1	-14
O=C(NCCn1nc(-c2cccnc2)ccc1=O)c1ccc(Cl)cc1Cl	-10
O=C(c1c[nH]c(=O)n(Cc2ccccc2Cl)c1=O)N1CCCc2ccccc21	6
O=C1CCCN2N=C(SCc3ccc(Cl)c(Cl)c3)SC2=N1	-8
COCCn1cc(NC(=O)NC(C)CCc2ccccc2)c2ccccc21 (stereo not drawn)	27
Cc1nc(C)c(C(=O)NN=Cc2cc(Br)ccc2O)s1	-3
O=[N+]([O-])c1cnc(Nc2cc(Cl)ccc2Cl)c([N+](=O)[O-])c1	4
CCOC(=O)c1c(NC(=O)c2ccc(CSc3ccccc3)o2)sc2c1CCCC2	4
CCCC(=O)Nc1cc(C)nn1-c1nc(CC)cc(=O)[nH]1	33
O=C(Cc1cccs1)N1CCN=C1SCc1ccc(C(F)(F)F)cc1	-12
O=C(Cc1ccccc1)NN=Cc1ccc[nH]1	-3
C=CCN1C(=O)CSC1=NN=Cc1cccc([N+](=O)[O-])c1	-7
O=C(NCC1CCN(c2cnccn2)CC1)C(=O)Nc1cc(F)ccc1F	-19
Cn1nc(C2CCN(C(=O)c3cc(-c4cccs4)[nH]n3)CC2)n(C2CC2)c1=O	-6
O=C(Cc1csc(Nc2ccc(OC(F)(F)F)cc2)n1)NCc1ccncc1	-4
O=C(Cc1ccccc1Cl)N1CCN(Cc2cnnn2-c2ccccc2F)CC1	-1
COc1ccc(CCC(=O)Nc2c(C(=O)Nc3ccc4c(c3)OCCO4)oc3ccccc23)cc1	-14
CC(C)c1ccc(OCC(=O)O)cc1	-11
CC(C)C(=O)Nc1ccc(S(=O)(=O)NCc2ccc(C(=O)c3ccccc3)s2)cc1	9
O=C(Nc1ccc2c(c1)N(C(=O)C1CC1)CC2)c1cccs1	-5
Going on with the list.
SMILES	PriA SSB inh
COc1ccc(Cl)cc1NS(=O)(=O)c1cc2c3c(c1)CCC(=O)N3CCC2	-6
CSc1cccc(C(=O)Nc2cc(C)nn2C(C)C)c1	-11&10
COc1ccc(CC(=O)N2CCN(Cc3nc(C4CC4)cs3)CC2)cc1OC	-9
NS(=O)(=O)c1ccc(N=Cc2ccc(OC(=O)c3ccccn3)cc2)cc1	16
O=c1c2c(nc(SCc3cccc(C(F)(F)F)c3)n1Cc1ccccc1)CCS2	-2
CC(CC(=O)Nc1ccccn1)=NNC(=O)c1ccc2ccccc2c1	-7
Cn1nc(CNC(=O)c2ccc(OC(F)(F)F)cc2)cc1-c1cccs1	-5
O=C(Cn1ncccc1=O)NCc1ccccc1-c1ccsc1	1
COc1ccc(S(=O)(=O)Nc2ccc3c(c2)C(=O)N(C)c2cc(C)ccc2O3)cc1F	25
CCc1cnc2c(c1NCc1ccco1)c(=O)n(C)c(=O)n2C	1
COc1cc([N+](=O)[O-])ccc1NC(=O)CSc1ccccc1	4
COc1ccc(C=Nn2c(C)nc3ccccc3c2=O)cc1OC	-22
Cc1cccc(-n2nc3c(c2NC(=O)c2c(-c4ccccc4Cl)noc2C)CSC3)c1C	-4
O=C(CN1CC(c2nc(-c3cnccn3)no2)C1)Nc1ccc(F)c(Cl)c1	2
O=C(Cn1c(=O)oc2ccccc21)NCCn1nc(-c2ccsc2)cc1C1CC1	-8
CCOc1ccc(-c2cc(=O)c3ccc(NC(=O)c4cccs4)cc3o2)cc1	9
O=C(CCc1ccccc1F)NCC1CCN(C(=O)c2ccoc2)CC1	-4
CC(=O)N1CCc2cc(NC(=O)CN3CCC(C)CC3)ccc21	2
COc1ccc(N(CC(=O)Nc2ccccc2OC)C2=NC3CS(=O)(=O)CC3S2)cc1 (stereo not drawn)	-2
O=S(=O)(c1ccc2c(c1)OCCO2)N1CCOC(c2ccccc2)C1 (stereo not drawn)	-2
ON=C(c1ccccc1)c1nccc2ccccc12	-1
Clc1cccc(-n2ncc3c(Nc4ccc(OCc5ccccc5)cc4)ncnc32)c1	-7
COc1ccc(Cl)cc1NC(=O)CCCn1nc(-c2ccco2)ccc1=O	-2
COc1ccccc1CNC(=O)CCn1c(=O)c2ccccc2n(CC(=O)Nc2ccc(Br)cc2F)c1=O	-10
Cc1cc(NC(=O)C(=O)NCC(c2cccc3ccccc23)N2CCCC2)no1 (stereo not drawn)	16
Continued.
SMILES	PriA SSB inh
O=C(CSc1oc(-c2ccc(Cl)cc2)nc1S(=O)(=O)c1ccccc1)N1CCCCC1	-8
CCCc1cc(-n2ccnc2)n2ncc(-c3ccccc3)c2n1	-12
O=C(Cc1csc2nc(-c3ccccc3)cn12)Nc1ccc2c(c1)OCCO2	44*
O=C(NCCn1ccc(-c2ccccn2)n1)c1ccc(Cl)s1	-3
CN(C)S(=O)(=O)c1ccc(-c2nnc(NC(=O)c3cc(Cl)sc3Cl)o2)cc1	-7
COc1ccccc1OCC(=O)Nc1ncc(Cc2cccc(Cl)c2Cl)s1	-11
CCOc1ccc(-c2noc(Cn3ncn4nc(-c5ccc(OC)cc5)cc4c3=O)n2)cc1OC	-6

Five entries drawn at random from those above, as already listed:
SMILES	PriA SSB inh
COc1ccc(C)cc1S(=O)(=O)NCc1ccccc1	-7
Cc1cc(C(=O)Nc2sc3c(c2C(N)=O)CCN(Cc2ccccc2)C3)on1	-10
CC(=O)Nc1cccc(NC(=O)CSc2nc(CC(=O)Nc3ccc(Cl)cc3)cs2)c1	7
O=C1OC[C@@H]2CCCN2C(=O)[C@@H](CC(=O)N(CCO)Cc2ccccc2)C/C=C/CC[C@H]1Cc1ccc(F)cc1	3
CCOC(=O)C(Sc1nnc(N)s1)c1ccccc1 (stereo not drawn)	0

Assay outcomes as filed in PubChem BioAssay.
